# KOR beta-arrestin-1 = kappa opioid receptor activators – cell-based, luminescence, uHTS, primary screen (AID 1777); KOR beta-arrestin recruitment, luminescence; higher % means a stronger effect; activation, % at 10 µM, or EC50 in µM where a hit was titrated; actives 0.02% (n = 280,000); in the data active = activation above about 50%, passing the limit was not always enough; also: a part of the inactive calls stands beside numbers as strong as those of hits
# PhoP inhibition = PhoP-dependent GFP reporter repression – Salmonella Typhimurium, primary screen (AID 1863); S. Typhimurium PhoP-regulated promoter GFP reporter, 4 h; higher % means a stronger effect; inhibition, % at 50 µM; hits with a dose series show IC50 in µM; actives 0.16% (n = 300,000);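 active = inhibition over 29.93%, a cutoff 3 SD above the screen mean, later confirmed by dose response; inconclusive = inhibition over 29.93% but no dose response follow-up; inactive = inhibition at most 29.93% or unconfirmed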;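 also: 0% = low Mg2+ inducing control and 100% = high Mg2+ repressing control; strong numbers were not always called active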
# GPR35 arrestin U2OS = inhibition of zaprinast-stimulated GPR35 beta-arrestin translocation – imaging, U2OS, beta-arrestin-GFP, zaprinast agonist, primary screen (AID 2058); U2OS GPR35 beta-arrestin-GFP translocation imaging, zaprinast antagonism; higher % means a stronger effect; one-dose inhibition, % at 10 µM; IC50 in µM for titrated hits; actives 0.052% (n = 290,000);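 active = inhibition of at least 50% with at least 30 cells and total cytoplasm GFP at most 10,000,000; inconclusive = under 30 cells or total GFP of 10,000,000 plus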
# West Nile virus CPE = inhibition of WNV-induced cytopathic effect – cell-based, CPE readout (AID 1621) | West Nile virus-infected cells, CPE inhibition; higher % means a stronger effect | one-dose CPE inhibition, % at 10 µM; IC50 in µM for titrated hits | actives 0.02% (n = 290,000); in the data active = a potency from the dose series; inconclusive = CPE inhibition mostly from about 3.7% at the one dose, without a potency; inactive = the rest, 99 in 100 with CPE inhibition below about 2.2%; also: strong numbers were not always called active
# GPR55 activation = GPR55 agonists via beta-arrestin recruitment, primary screen, imaging, U2OS cells, beta-arrestin-GFP redistribution (AID 1961); actives 0.048% (n = 290,000); U2OS GPR55 beta-arrestin-GFP redistribution imaging; higher % means a stronger effect; one-dose activation, % at 10 µM; EC50 in µM for titrated hits;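 active = activation above 40% with more than 50 cells counted in the well; inconclusive = wells holding fewer than 50 cells, flagged as toxic or sparse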;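 also: U2OS osteosarcoma cells stably expressing GPR55 and beta-arrestin-GFP; plate controls were DMSO negative control for no effect and LPI positive control for full effect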
# GPR55 LPI antagonism = inhibition of LPI-stimulated GPR55 beta-arrestin translocation – imaging, U2OS, beta-arrestin-GFP, LPI agonist, primary screen (AID 2013). U2OS GPR55 beta-arrestin-GFP translocation imaging, LPI antagonism; higher % means a stronger effect. inhibition, % at 10 µM; hits with a dose series show IC50 in µM. actives 0.13% (n = 290,000);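 active = spots per cell inhibited over 60%, with over 100 cells counted and total cytoplasm intensity under 500,000; inconclusive = wells with under 100 cells, flagged as likely toxic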;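 also: U2OS cells stably carrying GPR55 and arrestin-GFP stimulated by 5 µM LPI near EC80; imaged beta-arrestin-GFP aggregate spots per cell after agonist stimulation; plate controls were LPI-stimulated DMSO wells for no effect and DMSO wells without LPI for full effect; some results filed as inactive read as strong as hits; confirmed hits need IC50 under 10 µM and bright autofluorescent wells are also inconclusive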
# T cell HTS = T cell immune modulation candidate; 2C CD8+ T cell-vesicle binding, flow cytometry; hits give low values; calls only at 7 µM; actives 0.068% (n = 330,000); AID 2052;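 active = response, share of CD8 T cells binding vesicles, and their 90th percentile fluorescence all below set limits, cut at about 80% in these data, passing the limit was not always enough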
#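 incubation = binding step 1.5 h, 37 °C, antibody labelling 20 min, ice | test system = 2C mouse CD8+ T cells | read-out basis = percent CD8+ FL2 mean versus row control | controls = Peptide-free naked vesicles (low) and QL9 vesicles with 0.7% DMSO vehicle (high) | detection = flow cytometry of vesicle-bound cells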
# KOR beta-arrestin-2 = KOR antagonists, beta-arrestin recruitment, cell-based, luminescence, uHTS (AID 1778); actives 0.091% (n = 290,000); KOR beta-arrestin recruitment, luminescence, antagonist mode; higher % means a stronger effect; inhibition, % at 10 µM; hits with a dose series show IC50 in µM; in the data active = inhibition above about 50%; also: strong numbers were not always called active
# NTR1 agonist = agonists of NTR1, primary screen, imaging, U2OS cells, beta-arrestin-GFP, high content (AID 493036); P30989; NTR1-U2OS beta-arrestin-GFP spot imaging, agonist mode; activation, % at 20 µM; actives 0.17% (n = 330,000);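 active = activation at or above 40% of the spot to cytoplasm intensity ratio, with at least 20 cells analyzed; inconclusive = wells under 20 cells, flagged as cytotoxic or low count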;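 also: 0% = DMSO without peptide and 100% = 100 nM NTR1 peptide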
# Target sequence (P30989 whole entry, looked up): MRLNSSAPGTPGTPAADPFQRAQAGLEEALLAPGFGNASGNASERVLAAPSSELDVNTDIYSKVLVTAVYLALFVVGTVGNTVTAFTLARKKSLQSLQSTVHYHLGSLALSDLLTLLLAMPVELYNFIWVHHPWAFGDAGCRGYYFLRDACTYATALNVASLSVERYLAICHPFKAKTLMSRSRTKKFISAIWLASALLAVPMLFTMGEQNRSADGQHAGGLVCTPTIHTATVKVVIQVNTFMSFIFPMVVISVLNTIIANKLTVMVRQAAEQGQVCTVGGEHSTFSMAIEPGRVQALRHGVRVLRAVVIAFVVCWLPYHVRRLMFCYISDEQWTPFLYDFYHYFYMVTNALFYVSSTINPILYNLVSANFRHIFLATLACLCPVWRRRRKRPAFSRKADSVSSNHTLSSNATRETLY
# T cell HTS vesicle-bound % = further read-out of T cell HTS, marked with its call; double positive events, %; measured here: CD8+ vesicle-bound cell fraction;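 binding gate set so that unloaded-vesicle control wells show 10% double positive cells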
# NTR1 agonist cell count 20 µM = further read-out of NTR1 agonist, marked with its call; cell count; measured here: cell count, cytotoxicity flag
# The depositor's hits bear a star; i = inactive; ? = inconclusive; . = not tested or not shown; [ ] = remark or other dose.
SMILES,KOR beta-arrestin-1,PhoP inhibition,GPR35 arrestin U2OS,West Nile virus CPE,GPR55 activation,GPR55 LPI antagonism,T cell HTS,T cell HTS vesicle-bound %,KOR beta-arrestin-2,NTR1 agonist,NTR1 agonist cell count 20 µM
COc1ccc(S(=O)(=O)N2CCOC2CNC(=O)C(=O)NCc2ccccc2OC)cc1 (stereo unspecified),6.1%,7.0%,-9.6%,-1.2%,-0.1%,8.6%,i,33.0,-5.4%,-0.2,81
COC(=O)c1ccc(NC(=O)CCc2c(C)nc3ncnn3c2C)cc1,-4.2%,4.8%,11.2%,0.0%,-0.1%,9.5%,i,28.2,24.3%,1.9,84
Cn1cc(CN2CCC(n3nccc3NC(=O)C3CCCC3)CC2)cn1,1.3%,7.0%,-4.8%,0.0%,-0.1%,-9.3%,i,48.5,-4.5%,1.0,67
CC1CCCC(NC(=O)c2ccc3snnc3c2)C1C (stereo unspecified),-0.2%,-1.9%,-2.7%,-0.6%,-0.3%,10.8%,i,26.5,-38.1%,-0.7,66
O=S(=O)(Cc1cc(-c2ccc(Cl)cc2)no1)c1ccccc1,-1.7%,-2.8%,-0.6%,-0.2%,0.3%,8.0%,i,13.0,32.1%,0.7,63
NNC(=O)C(=O)Nc1ccc(O)cc1,.,-4.3%,-0.4%,0.2%,-0.1%,-6.2%,i,21.6,.,0.6,68
CCOC(=O)Nc1ccc2c(c1)nc(CN1CCOCC1)n2C,-4.5%,-7.0%,1.4%,0.7%,0.2%,4.2%,i,42.7,-5.1%,-0.8,50
COc1cc(O)cc2c1[C@@H]1Oc3c(ccc(O)c3CC=C(C)C)[C@@H]1CO2,.,2.7%,.,-0.2%,.,.,i,59.6,.,11.2,91
CC(=O)N1CCOc2ccc(S(=O)(=O)N3CCC(C(=O)Nc4ccccc4F)CC3)cc21,10.1%,-5.8%,1.1%,-0.3%,-0.2%,22.3%,i,39.8,22.6%,0.1,64
COc1ccc(CNS(=O)(=O)NCc2ccc(OC)c(OC)c2)cc1,-0.3%,-4.6%,-14.2%,.,-0.1%,1.1%,i,56.6,-2.3%,-0.1,68
O=c1[nH]c(=S)[nH]cc1Oc1ccc(Cl)cc1Cl,0.9%,20.8%,14.5%,-0.1%,-0.1%,8.5%,.,.,26.3%,1.7,99
COc1ccc(NC(C)c2ccccc2)cc1 (stereo unspecified),-5.4%,-2.4%,-3.6%,0.2%,-0.5%,14.6%,.,.,0.7%,.,.
CCCCn1c(SCc2nc3ccccc3s2)nc2ccccc2c1=O,-0.4%,11.3%,-4.1%,-0.7%,-0.2%,4.9%,i,41.0,10.4%,-1.4,59
COc1ccc(Nc2c3c(nc4ccccc24)CCC3)cc1,-2.9%,12.7%,-5.7%,-2.1%,0.4%,23.3%,i,10.0,-7.7%,8.1,81
COc1ccc(NC(=O)C2CCN(c3nc(C)cc(C)n3)CC2)cc1,-2.1%,2.7%,-0.4%,0.0%,-0.4%,18.8%,i,14.5,10.5%,0.0,99
CCC(C)c1nc2ccsc2c(N2CCOC2=O)c1-c1ccccc1 (stereo unspecified),.,8.9%,.,0.5%,.,.,i,29.4,.,-1.2,100
COc1ccc(C2NC(c3ccc(OC)c(OC)c3OC)C(C)C(=O)C2C)c(OC)c1OC (stereo unspecified),-1.2%,-2.1%,2.9%,0.0%,0.2%,1.0%,i,57.1,21.7%,-2.5,60
COCCn1c(C(=O)N2CCCC2)cc2c1C[C@H]1CN(C(=O)c3ccccc3)[C@@](Cc3ccc(F)cc3)(C(=O)OC)[C@@H]21,-1.1%,2.4%,-12.8%,-0.1%,0.6%,7.9%,i,20.5,-8.7%,-1.1,36
NNC(=O)c1ccc(COc2ccc3ccccc3c2)cc1,2.9%,-2.6%,6.0%,-0.2%,-0.1%,7.1%,i,32.4,-14.7%,2.0,51
CCOc1cc(C2C(C#N)=C(N)OC3=C2C(=O)CC(C)(C)C3)cc([N+](=O)[O-])c1O (stereo unspecified),-2.4%,-3.0%,3.9%,0.4%,0.0%,-12.4%,i,49.4,1.3%,2.8,63
CN1C(=O)N2CN(C3CCCCC3)CN3C(=O)N(C)C1C23 (stereo unspecified),-7.4%,-4.2%,-9.3%,-0.1%,-0.1%,-4.2%,i,23.5,1.3%,0.8,48
Cc1ccc(C(=O)/C=C/c2ccccc2[N+](=O)[O-])cc1,-2.5%,-0.2%,-13.9%,?,0.2%,10.8%,i,14.1,6.1%[20 µM],11.0,70
O=C(C1CCCN1S(=O)(=O)c1ccc(Cl)c(Cl)c1)N1CCCCC1 (stereo unspecified),11.2%,-6.6%,4.5%,-0.6%,0.0%,-2.5%,i,51.3,-2.2%,0.7,62
CCN1CCN(C(c2cc(OC)ccc2OC)c2nnnn2Cc2ccccc2)CC1 (stereo unspecified),0.5%,4.7%,13.9%,-0.1%,0.3%,13.5%,i,31.2,15.6%,-1.1,42
COc1ccc(S(=O)(=O)N(C)CC(=O)N2CCCC2)cc1,-4.1%,-0.5%,-1.0%,1.3%,0.5%,-4.7%,i,46.2,12.1%[20 µM],0.1,46
O=C(c1ccccn1)N1CCN(S(=O)(=O)c2ccc3ccccc3c2)CC1,-7.3%,3.1%,1.5%,0.0%,-0.3%,4.5%,i,42.2,19.6%,-0.3,78
O=C(NCC(O)c1ccc([N+](=O)[O-])cc1)C1CCCCC1 (stereo unspecified),-3.6%,2.8%,-2.6%,-0.4%,-0.5%,-12.0%,i,31.7,11.9%,1.9,36
Cc1cccc(NS(=O)(=O)c2ccc(C(=O)NCC(c3ccccc3)N(C)C)cc2)c1C (stereo unspecified),-5.0%,1.4%,-1.8%,-1.4%,-0.2%,-8.5%,i,13.0,38.1%,2.2,74
COC(=O)c1cn(C(=O)c2ccc(C)cc2)c2ccccc12,6.3%,.,7.8%,-0.6%,-0.1%,5.5%,i,44.1,-50.1%[20 µM],2.0,74
COCCNCC(=O)C12CC3CC(CC(C3)C1)C2,-2.2%,3.3%,12.2%,-0.8%,-0.2%,0.3%,i,33.9,-23.0%,-1.0,38
Cc1cccc(NC(=S)NCCc2ccc3c(c2)OCCO3)c1C,0.7%,5.0%,7.0%,-0.4%,-0.3%,1.6%,i,52.9,-37.0%,1.9,58
O=S1(=O)C=CC(Nc2ccccc2)C1 (stereo unspecified),1.6%,54.4%,15.0%,-0.1%,0.2%,24.7%,i,21.6,24.5%,-1.2,84
CC(C)Nc1nc(N)c(C(=O)C23CC4CC(CC(C4)C2)C3)s1,-0.7%,-11.7%,-8.7%,0.7%,-0.1%,6.8%,i,6.0,-16.3%,5.5,50
CCCCn1nnnc1NCc1cc(Cl)c(OC)c(OC)c1,0.5%,5.4%,-13.7%,-0.8%,-0.1%,10.5%,i,42.7,-5.8%[20 µM],-1.9,87
CCN(CC)CCC(c1cc(OC)c(OC)c(OC)c1)c1c(OC)cc(OC)c2c(C)cc(=O)oc12 (stereo unspecified),-0.4%,3.3%,19.4%,-0.1%,0.7%,6.2%,.,.,.,1.7,80
CSCc1c(C(=O)Nc2ccc3c(c2)OCO3)oc2ccccc12,-2.5%,0.2%,-7.6%,-1.1%,1.0%,9.1%,i,19.9,28.1%,-0.9,57
CN(Cc1cccs1)CC(O)COCc1ccco1 (stereo unspecified),-2.3%,-1.6%,27.7%,-0.6%,-0.2%,15.4%,i,23.1,-4.1%,0.4,80
O=C(Oc1cccc(OC(=O)N2CCCCC2)c1)N1CCCCC1,.,-3.1%,7.8%,-1.7%,-0.1%,10.0%,i,11.5,-1.6%[20 µM],3.5,40
Cc1ccc(S(=O)(=O)NCCn2nc(C)nc2C)cc1,-0.8%,7.0%,14.7%,-0.6%,-0.4%,7.6%,i,41.9,-8.3%,1.1,49
CN(C)CCNC(=O)c1scc2c1CCCC2,2.6%,1.1%,1.4%,-0.3%,-0.1%,5.1%,i,30.2,19.9%,0.6,49
CC(Oc1ccccc1)c1ccnn1S(C)(=O)=O (stereo unspecified),0.9%,6.3%,12.3%,-0.2%,-0.1%,7.9%,i,44.5,-3.8%,0.9,37
O=C(NNC(=O)c1ccccc1-n1cccc1)c1ccc(F)cc1,-2.4%,-9.4%,22.0%,0.3%,-0.2%,12.0%,i,47.6,4.0%,0.9,60
O=C(COc1ccc(Br)cc1)N(Cc1cccs1)C1CCS(=O)(=O)C1 (stereo unspecified),-0.1%,-7.0%,4.0%,-0.6%,-0.1%,-7.7%,i,27.1,-21.7%,0.5,74
CCC(=O)Nc1cccc(C2=NOC3(C2)C[C@@H](C(N)=O)N(C(=O)CC)C3)c1 (stereo partly specified),4.8%,3.4%,3.6%,0.0%,-0.1%,-1.6%,i,23.7,18.7%,-1.9,85
O=C(COc1cccc2c1CCN(Cc1ccc(Br)cc1)C2=O)NCc1ccco1,-3.3%,-15.5%,-13.0%,.,-0.2%,-4.5%,i,35.8,-7.9%,1.7,60
Cc1ccccc1C(=O)NNC(=O)CSc1nc(-c2ccccc2)cc(=O)[nH]1,-1.4%,-6.9%,-16.9%,0.8%,0.7%,2.4%,i,34.0,-25.8%,-0.1,26
CN(C)CCNC(=O)c1cc2c(s1)-c1ccc(Cl)cc1SC2,-1.3%,-1.1%,48.0%,-2.0%,0.0%,6.25µM*,i,32.2,-75.0%,33.3,18
Cc1cc2c(cc1S(=O)(=O)N(C)c1ccccc1)n(C)c(=O)n2C,-3.7%,3.2%,12.5%,0.4%,-0.3%,-10.6%,i,51.2,-39.6%[20 µM],0.3,67

# Source: PubChem (several laboratories)
